Assay outcomes as filed in PubChem.
CHT block – inhibitors of human choline transporter CHT; actives 0.86% (n = 310,000); AID 488975; B-score at 10 µM; Q9GZV3; CHT-expressing cells, membrane potential dye, choline response; hits give low values;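 active = B-score over 3 SD under the library average, and starting fluorescence ratio not unusually high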;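 also: choline stimulus applied at its EC90 after an EC20 pre-addition; B-score computed on integrated fluorescence ratio after choline addition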
Target sequence (Q9GZV3 whole entry, looked up): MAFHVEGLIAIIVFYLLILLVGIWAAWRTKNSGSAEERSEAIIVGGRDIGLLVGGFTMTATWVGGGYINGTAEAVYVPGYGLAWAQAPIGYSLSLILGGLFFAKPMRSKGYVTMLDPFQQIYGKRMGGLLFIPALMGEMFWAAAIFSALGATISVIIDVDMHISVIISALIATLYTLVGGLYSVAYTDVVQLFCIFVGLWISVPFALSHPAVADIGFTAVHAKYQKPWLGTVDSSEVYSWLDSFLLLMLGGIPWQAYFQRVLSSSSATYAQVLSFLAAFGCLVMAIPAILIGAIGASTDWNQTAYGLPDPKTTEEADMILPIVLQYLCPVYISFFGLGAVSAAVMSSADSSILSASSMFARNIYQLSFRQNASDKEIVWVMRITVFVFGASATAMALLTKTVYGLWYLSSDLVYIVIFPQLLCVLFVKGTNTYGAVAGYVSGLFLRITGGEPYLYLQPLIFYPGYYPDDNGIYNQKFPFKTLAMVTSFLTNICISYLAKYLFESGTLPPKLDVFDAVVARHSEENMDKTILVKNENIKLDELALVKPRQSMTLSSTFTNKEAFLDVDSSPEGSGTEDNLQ
STK33 kinase inh – human STK33 kinase inhibition. inhibition, % at 10 µM. actives 0.073% (n = 320,000). purified STK33, MBP phosphorylation, ADP-Glo luminescence. Q9BYT3;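 active = inhibition at or above 25%, using the most active replicate where run in duplicate; inactive = inhibition below 25%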
Target sequence (Q9BYT3 whole entry, looked up): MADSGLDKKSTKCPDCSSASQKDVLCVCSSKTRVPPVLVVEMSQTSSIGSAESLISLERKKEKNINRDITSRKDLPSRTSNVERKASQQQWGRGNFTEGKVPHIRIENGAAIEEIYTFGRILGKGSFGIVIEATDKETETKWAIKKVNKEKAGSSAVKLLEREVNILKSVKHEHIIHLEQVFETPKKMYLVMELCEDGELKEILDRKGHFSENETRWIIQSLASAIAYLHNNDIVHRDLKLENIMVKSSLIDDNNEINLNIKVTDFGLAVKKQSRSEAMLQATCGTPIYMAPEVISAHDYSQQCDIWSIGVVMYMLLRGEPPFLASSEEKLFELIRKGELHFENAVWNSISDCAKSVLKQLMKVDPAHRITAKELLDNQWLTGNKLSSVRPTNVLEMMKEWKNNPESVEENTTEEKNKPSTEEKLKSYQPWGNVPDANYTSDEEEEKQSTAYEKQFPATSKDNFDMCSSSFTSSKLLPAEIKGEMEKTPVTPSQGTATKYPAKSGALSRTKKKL
CHT PAM – allosteric activators of human choline transporter CHT; AID 488977; B-score at 10 µM; CHT-expressing cells, membrane potential dye, choline EC20; hits give high values; LV-AA mutant CHT in HEK293 cells; actives 0.49% (n = 310,000);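 active = initial fluorescence not abnormally high and integrated response B-score, plate-corrected, over 3 SD above library mean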
Active calls of the source: *; i = inactive; . = no result given.

The first 6 records as a preview:
Sequence of screens: CHT block	STK33 kinase inh	CHT PAM
> COc1ccc(S(=O)(=O)Nc2c(C(=O)O)[nH]c3ccccc23)cc1
    i	0.2	i
> Cc1ccc(NC(=O)CO/N=C(\N)c2nonc2N)cc1
    i	-0.6	i
> COc1ccc(CNC(=O)C2(CC3CC(c4ccccc4)=NO3)CCN(C(=O)Cc3ccc(F)cc3)CC2)cc1 (stereo not given)
    i	-0.8	i
> CCOc1ccc(N(C)S(=O)(=O)c2ccc(-c3ccc(=O)[nH]n3)s2)cc1
    i	0.5	i
> C=CCNC(=O)c1oc2ccc(S(=O)(=O)N(CC)CC)cc2c1C
    i	-0.4	i
> COc1ccc(CN2CCN(C3CCC3)CC2CCO)c(F)c1 (stereo not given)
    i	-6.5	i

Results, repeating the preview:
Sequence of screens: CHT block	STK33 kinase inh	CHT PAM
> COc1ccc(S(=O)(=O)Nc2c(C(=O)O)[nH]c3ccccc23)cc1
    i	0.2	i
> Cc1ccc(NC(=O)CO/N=C(\N)c2nonc2N)cc1
    i	-0.6	i
> COc1ccc(CNC(=O)C2(CC3CC(c4ccccc4)=NO3)CCN(C(=O)Cc3ccc(F)cc3)CC2)cc1 (stereo not given)
    i	-0.8	i
> CCOc1ccc(N(C)S(=O)(=O)c2ccc(-c3ccc(=O)[nH]n3)s2)cc1
    i	0.5	i
> C=CCNC(=O)c1oc2ccc(S(=O)(=O)N(CC)CC)cc2c1C
    i	-0.4	i
> COc1ccc(CN2CCN(C3CCC3)CC2CCO)c(F)c1 (stereo not given)
    i	-6.5	i
> C[N+](C)(C)C(Cc1ccccc1)C(=O)[O-] (stereo not given)
    i	0.3	i
> CSc1nncn1/N=C/c1ccc([N+](=O)[O-])cc1
    i	-1.8	i
> S=c1[nH]c(-c2ccccc2)cn1/N=C/c1cccnc1
    i	0.2	i
> COc1cc(NC(=O)CCc2nnc3ccc(NCc4ccco4)nn23)cc(OC)c1
    i	-1.4	i
> Cc1ccc(C(=O)Nc2ncc(Cc3ccccc3)s2)o1
    i	0.7	i
> O=C(CN1C(=O)NC2(CCCCC2)C1=O)Nc1cccc(S(=O)(=O)N2CCOCC2)c1
    i	0.8	i
> Cc1ccc(C(C)C)c(OCC(=O)Nn2c(C)nc3ccccc3c2=O)c1
    i	-1.3	i
> COc1cc(CC(=O)Nc2cccc(SC)c2)cc(OC)c1OC
    i	-1.6	i
> CC(=O)c1ccc(S(=O)(=O)N2CCN(c3nc4c(C)c(C)ccc4cc3C#N)CC2)cc1
    i	-0.4	i
> CC(C)N1CCc2c(sc(NC(=O)c3ccc(S(=O)(=O)N4CCCCC4C)cc3)c2C(N)=O)C1 (stereo not given)
    i	-1.1	i
> Cc1ccc(NC(=O)COC(=O)C2CCC(=O)N2)c([N+](=O)[O-])c1 (stereo not given)
    i	-2.3	i
> COc1ccc(S(=O)(=O)NC2CCCC2)c(OC)c1
    i	-0.8	i
> COc1ccc(CCNC(=O)c2ccc3c(c2)N(Cc2ccc(C)cc2)CCS3)cc1OC
    i	-2.4	i
> CN(C)c1nc2ncn(Cc3ccccc3)c2c(=O)[nH]1
    i	-2.0	i
> COc1cccc(CC(=O)Nc2ccc(S(=O)(=O)Nc3nc(C)cc(C)n3)cc2)c1
    i	-0.5	i
> O=C(COC(=O)C1CCN(S(=O)(=O)c2cccc3cccnc23)CC1)c1ccc([N+](=O)[O-])cc1
    i	-1.2	i
> COc1ccc(C2CC(=O)C3=C(C2)Nc2ccccc2N(C(=O)CCC(=O)O)C3c2ccc(F)cc2)cc1 (stereo not given)
    i	-0.5	i
> O=C(CCl)NCc1cc(-c2ccc(Cl)cc2)no1
    i	-0.8	i
> Cc1cc(C(=O)COC(=O)C2CC2)c(C)n1-c1ccc(F)cc1
    i	-0.4	i
> Cc1ccccc1NC(=S)Nc1ccc2cn[nH]c2c1
    i	18.7	i
> CC1CCCCC1NC(=O)/C(C#N)=C/c1ccccc1F (stereo not given)
    i	0.2	i
> Cc1ccc(C(=O)OCn2ncc(Cl)c(Cl)c2=O)cc1
    i	1.2	i
> O=C(NCCc1c[nH]c2ccccc12)c1cc2sccc2n1Cc1ccccc1
    i	-0.4	i
> COC(=O)c1[nH]c(C)c(/C(O)=C2\C(=O)C(=O)N(CCN(C)C)C2c2ccco2)c1C (stereo not given)
    i	-0.4	i

2 compounds from above, reduced to CHT PAM and STK33 kinase inh.
SMILES	CHT PAM	STK33 kinase inh
Cc1ccc(NC(=O)COC(=O)C2CCC(=O)N2)c([N+](=O)[O-])c1 (stereo not given)	i	-2.3
COc1ccc(S(=O)(=O)NC2CCCC2)c(OC)c1	i	-0.8

New compounds follow
Sequence of screens: CHT block	STK33 kinase inh	CHT PAM
> C/C(=N\OCC(=O)N/N=C/c1ccc(C)cc1O)c1cccs1
    i	0.4	i
> Cc1ccc(N2CCN(C(=O)C3CCCN(c4ncnc5c4nc4n5CCCCC4)C3)CC2)c(C)c1 (stereo not given)
    -5.94*	1.8	i
> S=c1[nH]nc(Cn2nnc3ccccc32)n1-c1ccccc1
    i	-4.7	i
> Cc1ccc(C(=O)C[n+]2ccc3ccccc3c2)cc1
    i	1.9	i
> CCOC(=O)/C(C#N)=C1/SC(CC)C(=O)N1c1ccc(C)cc1 (stereo not given)
    i	-0.9	i
> CCc1cc(=O)oc2cc(C)cc(OCC(=O)NC3CC3)c12
    i	0.3	i
> Cn1nc(C(=O)N2CCCCC2)c2c1-c1ccccc1S(=O)(=O)C2
    i	-0.9	i
> CN(CC(=O)Nc1ccccc1Cl)C(=O)COC(=O)C1CCN(c2ccc(C(F)(F)F)cn2)CC1
    i	-0.3	i
> Cc1ccc(-n2cc(C(=O)c3ccc(F)cc3)nn2)cc1Cl
    i	-0.9	i
> Cc1cc(C)cc(Nc2cnn(C34CC5CC(CC(CC(=O)O)(C5)C3)C4)c(=O)c2Cl)c1
    i	-2.0	i
> C=CCC(=O)N1CCCC(CCC(=O)NCc2ccccc2F)C1 (stereo not given)
    i	-0.6	i
> COc1ccc(C2C(C#N)=C(N)OC3=C2C(=O)CC(C)(C)C3)cc1 (stereo not given)
    i	-1.8	i
> O=C(NCc1cccc(F)c1F)C1CCC(=O)N(C2CCCCCC2)C1 (stereo not given)
    i	0.5	i
> COc1ccc(CNC(=O)Cn2nc(C)c3c(C)n(-c4ccc(C)cc4)nc3c2=O)cc1OC
    i	-0.3	i
> CC(=O)N1CCN(c2ccc(NCc3ccc4c(c3)OCO4)cc2)CC1
    i	0.2	i

Single records, as listed above. Screens in order: CHT block, STK33 kinase inh, CHT PAM
COc1ccc(S(=O)(=O)NC2CCCC2)c(OC)c1 as listed: i, -0.8, i
CCOC(=O)/C(C#N)=C1/SC(CC)C(=O)N1c1ccc(C)cc1 (stereo not given) as listed: i, -0.9, i

(listing goes on)
Sequence of screens: CHT block	STK33 kinase inh	CHT PAM
> CCN1C(=O)N[C@@H](CCc2ccccc2)[C@H](C(C)=O)[C@H]1C
    i	0.5	i
> Cc1ccc(S(=O)(=O)Cc2ccc(C(=O)NC3CCCC3)o2)cc1
    i	0.7	i
> Cc1nc2ccccc2c(=O)n1/N=C/c1ccco1
    i	0.2	i
> COc1ccc(OCC(=O)OCC(=O)NCc2ccc(F)cc2)cc1
    i	-0.2	i
> CCOC(=O)C1(CCCc2ccccc2)CCN(C(=O)COC)CC1
    i	-0.9	i
> Cc1nn(Cc2ccc(Cl)cc2)c(C)c1NC(=O)c1ccc([N+](=O)[O-])cc1
    i	0.4	i
> COc1cccc(NS(=O)(=O)c2ccc(-c3coc(C)n3)cc2)c1
    i	-0.1	i
> CC(C)c1ccc(CNn2cnnc2)cc1
    i	-1.0	i
> CN1C(C(=O)Nc2ccccn2)=C(O)c2sc(Cl)cc2S1(=O)=O
    i	-2.0	i
> O=C(Nc1ccc(-c2nnc3n2CCCCC3)cc1)c1ccco1
    i	0.8	i
> CCOc1cc(C(=O)NCc2nnc(SCC(=O)OC)n2C)cc(OCC)c1OCC
    i	-0.1	i
> COc1ccc(NC(=S)N(CCCN2CCCCCC2)Cc2cccs2)cc1
    i	-1.5	i
> Cc1cc(=O)cc(C)n1-c1ccc(Br)cc1
    i	-0.2	i
> COc1cccc2c(Nc3ccccc3C)cc(C)nc12
    i	-1.9	i
> COC(=O)c1ccc(COc2ccccc2/C=N/NC(=O)c2cccnc2)cc1
    i	2.0	i
> CC(NC(=S)Nc1c(Br)cccc1OC(F)F)C(C)(C)C (stereo not given)
    i	-1.5	i
> O=C(COC(=O)CSc1cc(Cl)ccc1Cl)Nc1ncc(C(F)(F)F)cc1Cl
    i	-1.9	i
> CCn1c(SCC(N)=O)nnc1-c1ccc(S(=O)(=O)N2CCN(C)CC2)cc1
    i	-1.2	i
> O=C(Nc1ccc(SC(F)F)cc1)C1=COCCO1
    i	-1.3	i
> CC(Cc1cccs1)N(Cc1ccc(Cl)cc1)C(=O)c1ccncc1 (stereo not given)
    i	-0.6	i
> Cc1ccc(/C=C/C(=O)O)cc1S(=O)(=O)Nc1ccc2c(c1)OCO2
    i	-0.9	i
> CCCCCCNS(=O)(=O)c1ccc(Cl)s1
    i	0.5	i
> Clc1ccc2nc3c4ccccc4cnn3c2c1
    i	1.8	i
> Cc1ccc(S(=O)(=O)NCC(=O)N/N=C/c2ccc(Cl)cc2)cc1
    i	0.7	i
> CN1CCN(S(=O)(=O)c2ccc(Oc3cccc(C(F)(F)F)c3)nc2)CC1
    i	0.1	i
> Cn1c(SCc2nc3cc(C(=O)O)ccc3c(=O)[nH]2)nnc1C(F)(F)F
    i	0.1	i
> c1cc2c(cc1-c1csc(NNC3=NCCCCC3)n1)OCCO2
    i	0.6	i
> CC1=CS(=O)(=O)CC1Sc1nc2ccccc2[nH]1 (stereo not given)
    i	-0.2	i
> COc1ccc(NC(=O)c2c(NC(=O)CCC(=O)O)sc3c2CCCCC3)cc1
    i	0.1	i
> CN1CCN(C(CNC(=O)C(=O)Nc2ccc3c(c2)OCO3)c2ccc(F)cc2)CC1 (stereo not given)
    i	0.1	i
> CCn1c(C)nc2cc(C(=O)OC(C(F)(F)C(F)F)C(F)(F)C(F)F)ccc21
    i	-1.2	i
> O=C(CCC(=O)OCC(=O)c1ccc(-c2ccccc2)cc1)Nc1cccc2cccnc12
    i	-0.5	i
> COc1ccc([N+](=O)[O-])cc1N(CC(=O)NCCC1=CCCCC1)S(C)(=O)=O
    i	-1.2	i
> CN(C(=O)COc1ccc2ccc(=O)oc2c1)C1CCS(=O)(=O)C1 (stereo not given)
    i	0.6	i
> CCOc1ccc(OCC)c(Nc2cc(C)nc3nc(C)nn23)c1
    i	0.4	i
> O=C(COC(=O)C1C2CC3OC(=O)C1C3C2)Nc1ccccc1 (stereo not given)
    i	1.7	i
> CCc1cc(=O)oc2cc(C)cc(OCC(=O)N[C@@H](CSCc3ccccc3)C(=O)O)c12
    i	3.2	i
> CC1CC(NC(=O)c2c(O)nc3sccn3c2=O)CC(C)(C)C1 (stereo not given)
    i	.	i
> O=C1C2C(C(=O)N1c1ccncc1)C1C=CC2C12CC2 (stereo not given)
    i	-0.8	i
> OCCNc1nc(Nc2ccc(Cl)cc2)nc(N2CCCC2)n1
    i	4.2	i
> COc1cc2c(cc1NC(=O)c1cccnc1)oc1ccccc12
    i	-0.4	i
> COc1ccccc1NCC(=O)c1ccc(Cl)cc1
    i	1.1	i
> Cc1cccc(-c2ocnc2C(=O)Nc2ccccc2C(=O)N2CCCC2)c1
    i	-0.7	i
> COC(=O)CCn1nc(-c2ccc(Cl)cc2)c2ccccc2c1=O
    i	0.7	i
> COC(=O)n1ccc(C(=O)Nc2ccccc2F)n1
    i	0.2	i
> O=C(CCc1nnc(CCCc2ccccc2)o1)NCCN1CCOC1=O
    i	-1.0	i
> COCC(=O)Nc1sc2c(c1C(=O)OC)CCC(C)C2 (stereo not given)
    i	1.6	i
> COc1cccc(N2CCN(CC(=O)c3c[nH]c4ccc(OC)cc34)CC2C)c1 (stereo not given)
    i	0.2	i
> Cc1c(Cc2ccccc2)c(=O)oc2c(C)c(OC(C)C(=O)N[C@@H](Cc3ccccc3)C(=O)O)ccc12 (stereo not given in full)
    i	-0.5	i
> Cc1cc(C)c(C(=O)COC(=O)c2ccc([N+](=O)[O-])o2)cc1C
    i	4.5	i
> CCOc1ccc(CNC(=O)c2ccc3c(c2)N(CC)CCS3)cc1
    i	-1.9	i
> CCCNS(=O)(=O)c1ccc(OCC(=O)N(C)Cc2ccccc2)cc1
    i	0.8	i
> Cc1cc(C)n(-c2cc(N3CCN(S(=O)(=O)c4ccc(C)c(C)c4)CC3)ccc2[N+](=O)[O-])n1
    i	1.1	i
> COC(=O)COc1ccc2c(=O)c(-c3ccccc3OC)coc2c1
    i	-0.5	i
> CC1CCN(S(=O)(=O)c2ccc(C(=O)OC(C)C(=O)N(C)C3CCCCC3)cc2)CC1 (stereo not given)
    i	1.7	i
> CC1CCCN(C(=O)C2CCN(c3nc(-c4ccccc4)nc4c3CCC4)CC2)C1 (stereo not given)
    i	-0.1	i
> CCCN1CCN(CCCNC(=O)CCN2C(=O)COc3ccccc32)CC1
    i	-2.4	i
> Cc1ccccc1S(=O)(=O)Cc1ccc(C(=O)NCCN2CCN(Cc3ccccc3)CC2)o1
    i	-0.7	i
> Clc1ccc(-c2nc(NCCCN3CCOCC3)c3ccccc3n2)cc1
    i	-0.4	i
> Cc1ccc(C(=O)NCc2ccccn2)cc1Cl
    i	-2.3	i
> CCSc1nsc(NC(=O)Nc2cccc(OC)c2)n1
    i	0.7	i
